# Vif-A3F inh – inhibitors of Vif-A3F interaction | HeLa A3F-eYFP + Vif (tagged APOBEC3F with the HIV-1 protein that degrades it), YFP fluorescence increase | Potency, µM (doses to about 46.1 µM), without a hit: at the top dose activity, negative = active | 390,000 compounds, 0.2% hits; also: potency is read from the fitted curve at half-maximal effect; % of control where 0% means no effect; nearly all actives have a fitted effect of over 65% in size
#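 Fluorescence increase (Ex 488/Em 500-530) after overnight compound treatment at 37 deg C flags inhibition of Vif-driven A3F-eYFP loss in stable HeLa A3F-eYFP/Vif cells seeded overnight beforehand.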
# D1 antag – human D1 dopamine receptor antagonism. P21728. HEK293 TREx D1 cells, calcium flux, dopamine EC80; stronger effect = lower value. activity change, negative = inhibition, % at 10 µM. 360,000 compounds, 3.2% hits; in the data active = activity change below about -30%; also: % is scaled to controls: 0 for no effect and ±100 for the full control effect
#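 HEK293 T-REx cells expressing inducible, force-coupled D1 receptor; no-wash Ca dye, 30–90 min RT. Cmpd → 180 s read at 1 Hz → EC80 DA → 180 s read.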
# RXFP1 agonist – RXFP1 (human) receptor agonism; Q9HBX9; HEK293T-RXFP1 cAMP TR-FRET, 30 min; response scale: percent of porcine relaxin response, buffer zero; Potency, µM (doses to about 57.5 µM), for inactives: at the top dose activation, hits mostly activators; 370,000 compounds, 0.3% hits; AID 2676; also: potency is read from the fitted curve at half-maximal effect; % is scaled to controls: 0 for no effect and ±100 for the full control effect; nearly all actives have a fitted effect of over 60% in size; many of its hits are not listed in these tables
#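 Agonist response is measured as cAMP accumulation in an RXFP1-transfected HEK293T line under PDE4 inhibition. Values are scaled between buffer-only and 29 nM porcine relaxin, and EC50s come from standard Hill equation fits.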
# Glioma ERSR ind – inducers of ER stress response in human glioma cells. 420,000 compounds, 0.02% hits. U87-MG GRP78 promoter luciferase reporter, 16 h. AID 602332. Potency, µM, without a hit: at the top dose activation, most hits filed as activators; also: potency is read from the fitted curve at half-maximal effect; series mostly up to about 76 µM; % of control where 0% means no effect; nearly all actives have a fitted effect of over 35% in size
#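 Stably transfected U87-MG glioma cells carrying a GRP78-based luciferase sensor; 16 h compound incubation. Luminescence end-point read 10 min after Bright-Glo addition at room temperature.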
# D1 agonist – human D1 receptor agonism; activation, % at 2 µM; 360,000 compounds, 1% hits; P21728; AID 504660; HEK293 T-REx D1 cells, calcium flux, agonist mode; in the data active = activation above about 30%; also: 0% is about no effect
#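 Agonism was scored from calcium flux recorded over 180 s (1 read/s) after pintool compound addition, following a 10-cycle baseline. Cells were inducible force-coupled HEK293 TREx D1, plated overnight at 30 C and loaded with no-wash calcium dye.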
# D1 PAM – potentiators of human D1 dopamine receptor | 360,000 compounds, 0.036% hits | AID 504651 | potentiation, % at 10 µM | HEK293 TREx D1 cells, calcium flux, dopamine EC20 potentiation; in the data active = potentiation above about 30%; also: 0% is about no effect
# LDHA block – LDHA (human) enzyme inhibition | 480,000 compounds, 0.15% hits | purified LDHA, NADH/diaphorase-resazurin fluorescence; stronger effect = lower value | activity change, % (values are at about 110 or 230 µM); in the data active = activity change below about -30%; inconclusive = mostly about -25% to -30%;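 also: plate controls were DMSO wells for no effect and wells without enzyme for full effect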
#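 LDH5 2 nM; NADH 0.06 mM, pyruvate 0.2 mM; 200 mM Tris pH 7.4, EDTA, Tween-20; 5 min RT. Detection: diaphorase 0.133 mg/mL + resazurin 37 µM, fluorescence ex540/em590 at 0 and 20 min; normalized to enzyme-free and DMSO wells.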
# D2 PAM – D2 dopamine receptor (human) potentiation; 340,000 compounds, 0.34% hits; AID 485347; potentiation, % at 10 µM; P14416; HEK293 T-REx D2, calcium flux, EC20 dopamine potentiation;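 active = potentiation over 3 SD above the plate norm, cut at about 30% in these data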; also: 0% is about no effect
# Target sequence (P14416 whole entry, looked up): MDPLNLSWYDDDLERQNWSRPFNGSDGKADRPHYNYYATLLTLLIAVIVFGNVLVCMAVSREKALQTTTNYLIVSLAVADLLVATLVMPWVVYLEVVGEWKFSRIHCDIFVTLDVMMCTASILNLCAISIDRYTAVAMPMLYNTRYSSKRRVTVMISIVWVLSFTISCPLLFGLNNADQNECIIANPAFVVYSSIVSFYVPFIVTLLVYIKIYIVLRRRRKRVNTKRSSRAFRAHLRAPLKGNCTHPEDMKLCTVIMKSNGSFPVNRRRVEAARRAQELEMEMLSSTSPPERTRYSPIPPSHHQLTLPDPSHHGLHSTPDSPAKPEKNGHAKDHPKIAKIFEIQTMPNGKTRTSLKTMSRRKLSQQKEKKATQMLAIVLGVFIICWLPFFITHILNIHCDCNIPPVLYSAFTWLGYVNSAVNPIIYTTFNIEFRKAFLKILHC
#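 Potentiation of an EC20 dopamine calcium response measured kinetically over 180 s, after a preceding 180 s compound-only read flagging agonists. Cells: inducible Hek293 Trex D2 line, 4000/well, cultured overnight at 30 C before dye loading.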
# Vif-APOBEC3G blk – inhibitors of Vif-APOBEC3G interaction. 410,000 compounds, 0.076% hits. Potency, µM (highest dose often 46.1 µM), without a hit: at the top dose activity, negative = active, usual class: inhibitors. AID 602310. HeLa A3G-eYFP + Vif (tagged APOBEC3G with the HIV-1 protein that degrades it), YFP fluorescence, overnight. Q9HC16;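 also: potency is read from the fitted curve at half-maximal effect; % is scaled to controls: 0 for no effect and ±100 for the full control effect; nearly all actives have a fitted effect of over 60% in size; hits raise eYFP signal because A3G escapes Vif-driven loss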
# Target sequence (Q9HC16 whole entry, looked up): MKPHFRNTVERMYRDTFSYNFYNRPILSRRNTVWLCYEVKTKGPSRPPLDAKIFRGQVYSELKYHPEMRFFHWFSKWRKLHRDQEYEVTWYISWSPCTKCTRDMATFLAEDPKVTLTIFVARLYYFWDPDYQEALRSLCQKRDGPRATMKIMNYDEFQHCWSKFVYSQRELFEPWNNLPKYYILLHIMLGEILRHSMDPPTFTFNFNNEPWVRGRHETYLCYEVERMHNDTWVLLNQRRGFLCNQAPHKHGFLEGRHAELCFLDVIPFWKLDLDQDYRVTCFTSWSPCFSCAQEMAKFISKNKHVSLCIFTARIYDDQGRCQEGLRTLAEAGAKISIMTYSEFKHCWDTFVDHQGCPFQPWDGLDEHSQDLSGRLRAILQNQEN
#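 Read-out is eYFP fluorescence (Ex 488/Em 500-530) from Vif-expressing HeLa A3G-eYFP cells; more signal means A3G escaped Vif-mediated degradation. Cells plated overnight, compound pinned in, incubated overnight at 37 deg C.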
# Numbers without * were called inactive; ? = inconclusive; · = not tested or not shown; & = joins results of further samples. Unless noted, calls follow the shape of the dose curve; as a rule, active = well fitted curve in the direction sought with a large enough effect; inconclusive = small, poorly fitted or top-dose-only effect, or another doubt; inactive = no such curve, though single readings can be large; an effect the other way counts as inactive or inconclusive. Some of the compounds tested; the hit share may differ from the screen's.
Structure	RXFP1 agonist	D2 PAM	Glioma ERSR ind	D1 antag	D1 agonist	LDHA block	Vif-APOBEC3G blk	D1 PAM	Vif-A3F inh
CCc1nnc(NC(=O)CSc2n[nH]c(-c3ccccc3O)n2)s1	3.2%	5	-1%	-28	2	15	-1%	-3	4%
CC[C@@]12C(=O)N(c3cccc(Br)c3)C(=O)N1[C@H](c1cccc(C)c1)[C@@H]1C(=O)N(Cc3ccccc3)C(=O)[C@@H]12	-1.7%	·	-5%	-1	7	-10	-5%	6	3%
O=C(Cn1nnc(-c2ccccc2-n2cnnn2)n1)N1CCCCC1	1.1%	8	0%	-9	5	1	-1%	-4	0%
CC(C(=O)O)c1ccc(N2Cc3ccccc3C2=O)cc1 (centres undefined)	3.4%	4	-12%&-11%	6	0	-5	0%	-2	-6%
CC(=O)Nc1cc2c(cc1NC(=O)Cn1nc(-c3ccccc3F)ccc1=O)OCCO2	0.2%	2	0%	1	0	0	0%	-3	-2%
CC(=O)/C(C#N)=C1\NC(=O)C(Cc2ccc(F)cc2)S1 (centres undefined)	-1.3%	8	1%	-10	2	-10	-4%	3	-11%
COc1ccccc1N1CCN(C2CCCN(C(=O)CCc3c(C)noc3C)C2)CC1 (centres undefined)	-1.0%	-4	-1%	-7	2	-3	2%	0	0%
CCCCn1c(N)c(N(CCC(C)C)C(=O)COC(=O)c2sccc2C)c(=O)[nH]c1=O	-2.2%	-2	-4%	4	3	-14	-12%	-4	-17%
O=C(NN1C(=O)c2ccccc2C1=O)c1ccccc1[N+](=O)[O-]	-0.4%	-6	-2%	3	5	-7	-1%	-11	1%
CCOc1ccc(-c2nc(N)ncc2-c2ccc(Cl)cc2)c(O)c1	-4.4%	1	-3%	32	8	-4	0%	24	-8%
O=C(COC(=O)c1ccccc1Br)NCCC1=CCCCC1	2.3%	-15	8%	-21	-3	-2	-1%	2	-16%
CCOC(=O)N1CCN(C(=O)CN2C(=O)NC(c3ccccc3)(c3ccccc3)C2=O)CC1	-1.3%	-1	-5%	-14	1	5	-7%	-5	5%
CC/C=C\C/C=C\C/C=C\CCCCCCCC(=O)O	0.1%	-8	-1%&2%&-3%&0%	-2	-2	-3	1%	-5	?
O=S(=O)(NC1CCCCC1NCc1ccco1)c1ccccc1 (centres undefined)	-0.3%	-4	-3%	-2	1	-6	-3%	0	-10%
CC(C)(C)NCCOCCOc1ccc(Cl)cc1C(C)(C)C	-1.1%	0	-3%	19	6	-24	4%	6	0%
CN(Cc1ccccc1)c1ncnc2c1nc1n2CCCC1	3.4%	4	-3%	1	0	-12	-2%	0	-5%
C=CCN1C(=O)C(CC(=O)O)SC1=Nc1ccc(C)cc1 (centres undefined)	1.3%	-17	-3%	-5	-1	-2	7%	-2	1%
COc1cc(NC(=O)c2cccc(C)c2)ccc1NC(=O)c1cc2ccccc2o1	5.7%	6	3%	-21	1	-3	-9%	-4	1%
CCOC(=O)c1cc(S(=O)(=O)NCc2ccc(Cl)cc2)[nH]n1	-2.9%	0	-5%	-32*	2	-5	5%	-1	10%
CCCC[C@@H]1C=C(C(=O)O)[C@H](c2ccc(C#N)cc2)N1S(=O)(=O)c1ccc(C)cc1	·	·	-2%	·	·	4	-2%	·	-3%
COc1cccc(Cn2cc(C)cc(NC(=O)NCc3ccccc3)c2=O)c1	5.1%	3	0%	-13	5	-9	-5%	-2	?
CCCCCCCCC1CC(C(=O)Nc2ccccc2)C(=O)O1 (centres undefined)	·	·	-1%	·	·	4	-5%	·	?
O=C1NCCCc2c1oc1cc(Br)c(O)c(Br)c21	1.5%	-12	-2%	5	3	23	7%	-2	-11%
Cc1ccc(C(C)C)c(OCc2ccc(C(=O)Nc3ccc(S(N)(=O)=O)cc3C)o2)c1	5.2%	-1	0%	-11	6	1	-14%	-5	0%
CC#CC(=O)NCC1(N(C)Cc2ccccc2)Cc2ccccc2C1	-1.2%	-14	-3%	33	-3	-6	4%	-4	-3%
O=C(NCC1CCCO1)/C(=C\c1ccccc1)NC(=O)c1ccccc1 (centres undefined)	-0.6%	-3	-4%	0	0	-8	-4%	-3	-1%
COc1ccccc1CNC(=O)COC(=O)Cn1cnc2c1c(=O)n(C)c(=O)n2C	·	·	-1%	·	·	3	0%	·	-5%
NS(=O)(=O)c1cc2c(cc1Cl)NC(Cc1ccccc1)NS2(=O)=O (centres undefined)	-2.1%	7	2%	-11	1	-15	-1%	-1	12%
Cc1ccccc1C(=O)Nc1ccc(Cl)cn1	1.0%	12	6%	-11	1	-3	-24%	-3	-19%
O=C(CCSc1nc2ccccc2o1)N1CCOCC1	-1.3%	8	1%	-12	5	0	1%	-3	4%
Cc1ccc(-n2c(=O)c3c(n4cnnc24)-c2ccccc2CC32CCCCC2)cc1	3.5%	8	-2%	14	0	-15&-5	3%	1	17%
O=C(NCCCN1CCOCC1)NC12CC3CC(CC(C3)C1)C2	24%	-4	-2%	12	2	-2	1%	4	-9%
Cn1c(=O)[nH]c(=O)c2c1nc(CN(Cc1ccccc1)Cc1ccccc1)n2CCN1CCOCC1	1.7%	-7	-2%	-8	1	-13	2%	-4	-5%
Cc1ccc(/C=C/C(=O)c2c(C)nc3ccccn23)cc1	3.9%	-1	0%	-71*	-1	3	-22%	-1	2%
COc1cc(O)c(C(CCN2CCCC(C)C2)c2ccc3c(c2)OCO3)c(OC)c1 (centres undefined)	-5.1%	-18	-6%&-3%	-17	9	11	2%&4%	-6	-7%
CCN(CC(=O)NCc1cccs1)c1ccc(S(=O)(=O)N2CCOCC2)cn1	0.6%	-4	-5%	-9	0	4	0%	-4	·
COc1cccc(NC(=O)CN(C)C(=O)CN2C(=O)NC(C)(c3ccc4ccccc4c3)C2=O)c1 (centres undefined)	0.3%	10	-1%	-3	1	-11	-8%	-17	-9%
CN(C1CCCCC1)S(=O)(=O)c1ccc2c(c1)c(=O)c(C(=O)N1CCc3ccccc3C1)cn2C	-0.1%	-14	-2%	16	2	-1	2%	-4	-2%
CCc1nnc(NC(=O)CSc2ncc(-c3ccccc3)[nH]2)s1	2.4%	14	3%	·	0	-12	1%	0	3%
Cc1cc(C)cc(Oc2coc3c(CN(C)C)c(O)ccc3c2=O)c1	8.5%	·	-3%	6	1	-3	0%	-1	9%

# An excerpt from above in order of their number in Vif-APOBEC3G blk, descending.
structure | Vif-APOBEC3G blk
CN(C1CCCCC1)S(=O)(=O)c1ccc2c(c1)c(=O)c(C(=O)N1CCc3ccccc3C1)cn2C | 2%
Cc1cc(C)cc(Oc2coc3c(CN(C)C)c(O)ccc3c2=O)c1 | 0%
Cc1ccc(/C=C/C(=O)c2c(C)nc3ccccn23)cc1 | -22%

# (list continues)
Structure	RXFP1 agonist	D2 PAM	Glioma ERSR ind	D1 antag	D1 agonist	LDHA block	Vif-APOBEC3G blk	D1 PAM	Vif-A3F inh
Cc1ccc2oc3c(c(=O)c2c1)C(c1cccc(Cl)c1)N(CCCN1CCOCC1)C3=O (centres undefined)	-0.6%	·	-3%	4	4	2	4%	-3	4%
COC(=O)c1ccc(NC(=O)c2ccc3c(c2)C(=O)N(Cc2cccnc2)C3=O)cc1	-0.1%	-2	-5%	-24	11	-1	-14%	-9	-4%
Cc1ccc2oc(=O)n(CCOc3ccccc3Cl)c2c1	0.7%	-6	-4%	-1	10	2	-14%	·	-1%
CSCCC(NS(=O)(=O)c1ccccc1)C(=O)OCc1nc2ccsc2c(=O)[nH]1 (centres undefined)	5.9%	3	-1%	4	1	-2	-3%	-5	-24%
COc1ccc2[nH]c(=O)c(CN(Cc3cccs3)C(=S)Nc3cccc(C)c3)cc2c1	0.3%	3	-1%	-32*	4	-5	0%	-6	-18%
O=C(/C=C/c1ccc(Cl)cc1)N1CCN(c2ccc([N+](=O)[O-])c(N3CCOCC3)c2)CC1	0.1%	7	-2%	-13	1	0	1%	-7	5%
Cc1cc(C(=O)CSc2nnc(Nc3ccccc3)s2)c(C)n1CC1CCCO1 (centres undefined)	2.8%	14	1%	0	1	1	5%	-8	-2%
CCOc1ccc(CSc2nc(C)cc(COC)c2C#N)cc1OCC	0.0%	10	-5%	-3	22	2	-4%	-9	0%
COc1ccc(NC(=O)c2cc(S(=O)(=O)N3CCCCC3)c[nH]2)c(OC)c1	-0.9%	-2	-3%	-3	1	-12&-1	-8%	-3	-1%
C=Cn1cc[n+](CC(=O)c2ccc(-c3ccccc3)cc2)c1	-0.4%	-1	-4%	1	0	-5	1%	-10	2%
Cn1ccnc1C(=O)c1cccc([N+](=O)[O-])c1	-0.3%	-1	-1%	1	1	-3	0%	-4	4%
COc1ccc(Nc2ccc3c(c2)=NC2(CCCCC2)[N+]=3[O-])cc1	-6.7%	-7	-13%	-4	1	17	1%	-4	5%
COc1ccccc1CNC(=O)CSc1nc(-c2ccccc2)cn1N	-0.3%	-13	1%	-5	0	-4	3%	6	-1%
COc1cccc(CN(C(=O)Cc2c[nH]c3ccccc23)C(C(=O)NC2CCCCC2)c2ccc(C)o2)c1 (centres undefined)	3.9%	-6	0%	-3	4	1	-7%	-6	-2%
COc1cc2oc(=O)c(CC(=O)NCc3ccc(OC)c(OC)c3)c(C)c2cc1Cl	-0.7%	9	-2%	-5	12	-7	-3%	1	1%
COC(=O)c1ccc(Cn2ncc3c4sc(C)cc4n(C)c3c2=O)cc1	·	·	·	0	6	-15	·	-3	·
CCCOc1ccc(S(=O)(=O)n2cc(F)c(=O)[nH]c2=O)cc1	-2.6%	6	-2%	-2	1	-1	1%	-1	5%
O=C(N/N=C/c1ccc2c(c1)OCO2)/C(=C/c1ccc2c(c1)OCO2)NC(=O)c1ccccc1	-1.9%	9	2%	-12	2	-3	-6%	-3	-7%
O=C(COC(=O)CNC(=O)C1CCCCC1)Nc1cc(C(F)(F)F)ccc1Cl	-1.2%	-10	-1%	-9	2&-1	-5&-11	-4%	11&2	0%

# Compound activity as filed in PubChem.
